# Screening results (PubChem)
# ROC1-CUL1 inh – blocks human RBX1-Cullin-1 di-ubiquitin formation; P62877+Q13616; in vitro K48 di-Ub FRET, acceptor:donor ratio, 45 min; inhibition, % at 10 µM; 0.6% of 140,000 active; AID 1347404; in the data active = inhibition above about 25%
# Target sequence (P62877 whole entry, looked up): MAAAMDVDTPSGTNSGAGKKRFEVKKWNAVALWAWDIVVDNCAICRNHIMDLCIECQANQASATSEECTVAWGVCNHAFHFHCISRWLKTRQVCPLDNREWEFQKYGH
# Target sequence (Q13616 whole entry, looked up): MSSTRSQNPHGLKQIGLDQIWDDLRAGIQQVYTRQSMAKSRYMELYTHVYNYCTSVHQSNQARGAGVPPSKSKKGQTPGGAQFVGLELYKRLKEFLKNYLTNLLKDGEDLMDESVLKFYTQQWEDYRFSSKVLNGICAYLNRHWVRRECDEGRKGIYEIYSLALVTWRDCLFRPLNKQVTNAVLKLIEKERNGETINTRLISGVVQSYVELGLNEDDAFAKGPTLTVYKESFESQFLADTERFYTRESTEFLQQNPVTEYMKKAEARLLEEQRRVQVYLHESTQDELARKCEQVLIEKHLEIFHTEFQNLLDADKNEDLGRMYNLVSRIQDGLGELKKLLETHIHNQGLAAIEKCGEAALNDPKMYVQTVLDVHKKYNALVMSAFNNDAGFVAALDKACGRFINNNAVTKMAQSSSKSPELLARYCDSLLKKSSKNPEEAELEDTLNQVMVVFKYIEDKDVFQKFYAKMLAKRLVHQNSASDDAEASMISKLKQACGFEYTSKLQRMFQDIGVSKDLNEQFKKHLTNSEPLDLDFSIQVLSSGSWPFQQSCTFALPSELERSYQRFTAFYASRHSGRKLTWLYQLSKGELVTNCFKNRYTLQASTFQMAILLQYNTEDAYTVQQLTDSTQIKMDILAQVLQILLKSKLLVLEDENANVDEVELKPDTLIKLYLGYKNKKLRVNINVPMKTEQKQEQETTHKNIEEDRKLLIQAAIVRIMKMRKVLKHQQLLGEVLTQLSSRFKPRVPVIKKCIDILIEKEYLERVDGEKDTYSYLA
# * marks the source's active call; other numbers are inactive results. This is a subset (hit frequency here may not be typical).
# The opening six entries (preview)
ROC1-CUL1 inh	Structure
6.1	CCCC(=O)Nc1ccc2c(c1)nc(CCN1CCCCC1)n2C
4.1	O=C(c1sc2cc(F)ccc2c1Cl)N1CCN(c2ccccn2)CC1
4.7	Cc1ccc(-c2nc(CN3CCC[C@H]3CO)c(C)o2)s1
-0.1	COCCn1c(=O)c2c(nc3n2CCCN3c2ccc(OC)cc2)n(C)c1=O
-4.0	CC(=O)c1cc2c(cc1NC(=O)COc1ccc(Cl)cc1Cl)OCO2
-2.3	Cc1cccc(OCc2n[nH]c(=S)n2C2CCCCC2)c1

# Results, from the first entry:
ROC1-CUL1 inh	Structure
6.1	CCCC(=O)Nc1ccc2c(c1)nc(CCN1CCCCC1)n2C
4.1	O=C(c1sc2cc(F)ccc2c1Cl)N1CCN(c2ccccn2)CC1
4.7	Cc1ccc(-c2nc(CN3CCC[C@H]3CO)c(C)o2)s1
-0.1	COCCn1c(=O)c2c(nc3n2CCCN3c2ccc(OC)cc2)n(C)c1=O
-4.0	CC(=O)c1cc2c(cc1NC(=O)COc1ccc(Cl)cc1Cl)OCO2
-2.3	Cc1cccc(OCc2n[nH]c(=S)n2C2CCCCC2)c1
-3.9	Cc1cc2nnc(C)n2c2ccccc12
-3.8	CCC(Nc1nncc(-c2ccc(OC)cc2)n1)c1ccc(C)cc1 (configuration not stated)
2.9	COCCN1C(=O)C(C(c2ccccc2)N2CCN(c3ccc(F)cc3)CC2)C(=O)C=C1C (configuration not stated)
-13.6	COc1ccc(CCCN2CCC(C(O)(c3ccc(OC(F)(F)F)cc3)c3ccc(OC(F)(F)F)cc3)CC2)cc1
3.2	Cc1ccc(N2CCc3cn[nH]c32)cc1
1.0	CCc1ccc(-c2cn3c(n2)sc2cc(C(=O)NC4CCCCCC4)ccc23)cc1
-8.4	CC(Sc1nc(N)cc(N)n1)C(=O)O (configuration not stated)
9.9	CCCCSCC(=O)Nc1ccc(Cl)cc1C
10.2	COc1cc(/C=C2/C(=O)N(c3ccccc3)N=C2C)ccc1OCc1ccc(F)cc1
6.5	COc1ccc(-c2cc(C(C)=O)c(C)n2CCC(=O)Nc2ccc(C)cc2Cl)cc1
-2.8	COC(=O)C(NNc1ccccc1)(NC(=O)c1cccc(F)c1)C(F)(F)F (configuration not stated)
0.1	CCOc1ccc(C(=O)N2CCN(c3ccccc3C)CC2)cc1
13.4	CCC(Sc1ncccc1Nc1ccccn1)C(=O)O (configuration not stated)
-2.0	CC1CCN(Cc2nnnn2CCCC(=O)N2CCN(c3ccncc3)CC2)CC1

# New compounds follow.
ROC1-CUL1 inh	Structure
1.7	O=C(CN1C(=O)c2ccccc2Sc2ncccc21)Nc1cccc(C(F)(F)F)c1
-8.1	Cc1[nH]c2ccc(Br)cc2c1Sc1ccccc1
-4.5	O=C(c1sc2cccc(Br)c2c1Cl)N1CCOCC1
-6.0	CC1(C)Cc2ccccc2C2=CC(=O)C(=O)N21
9.8	CC(C)(C)C(=O)Cn1c(=O)n(-c2ccccc2)c(=O)c2c3c(sc21)CCC3
10.7	COc1ccc(Cl)cc1Nc1cc(C)nc2nc(-c3ccccc3C)nn12
-7.2	Cc1ncc(CN2CCCC(C(=O)Nc3cccc(-n4cnnn4)c3)C2)cn1 (configuration not stated)
4.8	CCN(CC)CN(CC(=O)N(C1CCCCC1)C1CCCCC1)C(=O)c1ccc(NC(C)=O)cc1
2.0	O=C(NCC1CCCO1)c1cc2cc(Br)cc(Br)c2oc1=O (configuration not stated)
3.1	O=C(CS(=O)(=O)c1cccc2nsnc12)N1CCN(c2ccccc2)CC1
4.3	COc1ccccc1CNC(=O)c1sc2nc3n(c(=O)c2c1C)CCC3
-1.7	CC(C)Oc1ccccc1NC(=O)c1ccncc1
17.3	c1ccc(CSc2ncnc3scc(-c4ccccc4)c23)cc1
-2.5	COc1ccc(-c2nnc(SCC(=O)NC(C)c3ccccc3)n2Cc2ccccc2)cc1 (configuration not stated)
-8.3	C=CCC(=O)N1CCc2[nH]nc(-c3ccc4c(c3)OCO4)c2C1
3.3	COc1ccc(C2Cc3ccccc3C(=O)O2)cc1 (configuration not stated)
-1.9	O=C1Cc2ccccc2Sc2ccc(Cc3ccccc3)cc21
4.5	COC(=O)c1cc(OCc2ccc([N+](=O)[O-])cc2)c2c(c1)Oc1nc3ccccc3nc1O2
1.1	O=C1c2ccccc2C2=Nc3ccccc3SC(c3c(F)cccc3Cl)C12 (configuration not stated)
-8.3	CCOc1ccc(C2c3c(oc4ccc(C)cc4c3=O)C(=O)N2CCCN(C)C)cc1OC (configuration not stated)

# Further results:
ROC1-CUL1 inh	Structure
6.7	CN1CCCN(c2ncnc3scc(-c4ccc(F)cc4)c23)CC1
1.9	COc1ccc(-c2cc(-c3ccccc3)c(C#N)c(SCC(O)CS(=O)(=O)Cc3ccc(Cl)cc3)n2)cc1 (configuration not stated)
7.2	CCOc1cccc(NC(=O)c2cccnc2)c1
0.7	COCCN(C)c1ccc(-c2nc(-c3cccc(Cl)c3)no2)cn1
5.1	Nc1ccc2nc(SCc3ccc(Cl)c(Cl)c3)sc2c1
3.5	Cc1c(C(=O)Nc2ccc(F)c(Cl)c2)sc2nc3n(c(=O)c12)CCC3
-3.3	COc1cc(NC(=O)c2cnc3c(-c4ccc(F)cc4)c(C)nn3c2C)cc(OC)c1
7.4	COc1ccccc1NCc1cccn1-c1nnc(N2CCOCC2)s1
-3.6	O=C(NC1CCCCCC1)c1ccc(CS(=O)c2cccc(Cl)c2)o1 (configuration not stated)
-11.3	CCOc1ccc(-n2nc(CO)c(C(=O)NCc3cccs3)n2)cc1
-4.3	CCOc1ccc2c(c1)-c1c(ssc1=Nc1ccc(S(=O)(=O)Nc3ncccn3)cc1)C(C)(C)N2
4.7	Cc1ccc(C2c3[nH]c4ccccc4c3CCN2C(=O)c2ccccc2Br)cc1 (configuration not stated)
-1.0	COc1ccccc1C1c2c(n[nH]c2-c2cccc3ccccc23)OC(=N)C1C#N (configuration not stated)
0.6	O=C(/C=C/c1cn(CC(O)CN2CCCCCC2)c2ccccc12)c1ccc(Br)cc1 (configuration not stated)
-3.9	O=C(C1CCC1)N1CCN(Cc2cccc(F)c2)CC1
3.2	O=S(=O)(c1ccc(Br)cc1)c1nnn2c1nc(N1CCOCC1)c1sccc12
-9.2	CC(=O)c1cc(CN2CCC(C3CCN(c4ncccn4)CC3)C2)cs1 (configuration not stated)
-4.1	CN1C2CCCC1CC(NC(=O)c1ccc3c(c1)OCO3)C2 (configuration not stated)
1.8	CCCc1c(C(=O)NCc2ccccc2)nnn1-c1ccc(C)cc1
-1.7	CN1C(=O)CC(=NC(=O)c2cc(-c3ccc(Br)cc3)nc3ccccc23)N(C)C1=O

# Part of the list above, in CSV form:
molecule,ROC1-CUL1 inh
CCCc1c(C(=O)NCc2ccccc2)nnn1-c1ccc(C)cc1,1.8
CN1C(=O)CC(=NC(=O)c2cc(-c3ccc(Br)cc3)nc3ccccc23)N(C)C1=O,-1.7

# Next section
ROC1-CUL1 inh	Structure
-1.1	CN(N)C(=S)Nc1ccc2c(c1)CCO2
-0.5	COc1ccc(C2c3[nH]c4ccccc4c3CCN2C(=O)Cn2cncn2)c(F)c1 (configuration not stated)
-1.8	Cc1oc2ncn(CC(C)C)c(=O)c2c1C(=O)N1CCN(c2cccc(C(F)(F)F)c2)CC1
6.2	O=C1CCCN1CCCN1CC(C(=O)N2CCSCC2)CCC1=O (configuration not stated)
-4.2	CCOC(=O)c1nc2ccccc2nc1C
51.8*	CC1C(=NC(=O)CSc2nc(-c3ccccc3)c(-c3ccccc3)o2)C(=O)N(c2ccccc2)N1C (configuration not stated)
9.1	NC(=O)c1c(F)cccc1-c1cccc(-c2ccn[nH]2)c1
-2.5	CC(=O)Nc1ccccc1C1(O)NC(=S)NC1=O (configuration not stated)
4.9	CC(=O)C(N=Nc1nc[nH]c1C(N)=O)=C(C)O
7.9	N=C1N=C(SCCCC(=O)O)NC(=O)C1N (configuration not stated)
4.8	CCOC(=O)c1c(C)oc2ccc(NS(=O)(=O)c3ccc4c5c(cccc35)C(=O)N4)cc12
5.4	COc1ccc(-n2c(-c3ccco3)nc3c(cnn3-c3ccc(Cl)cc3)c2=O)cc1
-7.4	OCCN1CCN(C2Cc3cc(Cl)ccc3Sc3cc(Cl)ccc32)CC1 (configuration not stated)
-13.9	C=CCN(CC=C)C(=O)C1CC2CCC1C2 (configuration not stated)
-1.4	O=C(CSc1nnnn1-c1ccccc1)Nc1ccc(Cl)cc1
1.9	COc1cc(-n2nc(SC)c(C#N)c2N)nc(SC)n1
-7.8	Fc1ccc(Nc2ncnc3c2nc2n3CCCCC2)c(F)c1
-8.0	CCC(=O)Nc1cc(Cl)ccc1OC
0.2	N#CC1=C(c2ccc(Br)cc2)OC(=N)C(C#N)C1c1ccccc1 (configuration not stated)
0.9	Cc1nnc(SCC(=O)N2CCc3[nH]nc(C4CCC4)c3C2)o1

# Remaining list, next part:
ROC1-CUL1 inh	Structure
-10.2	CCCC(=O)NC(=S)Nc1ccc(C(=O)OC)cc1
3.6	CCc1ccc(NC(=O)Cn2c(=O)n(CCC(=O)NCc3ccc4c(c3)OCO4)c(=O)c3ccccc32)cc1
-6.0	COc1ccc(C=C2C(=O)NC(=S)NC2=O)c(OC)c1OC
-3.0	Cc1cc(/C=C2/SC(=O)N(CC(=O)OC(C)C)C2=O)c(C)n1C
-3.3	Cc1ccc(C(=O)OC(c2ccccc2)c2nccc3ccccc23)cc1 (configuration not stated)
-5.2	C[C@H](NC(=O)N1CCC(n2cc(CCO)nn2)CC1)c1ccc(Cl)cc1
12.5	Cc1ccc(-c2nnc(Nc3ccc(S(N)(=O)=O)cc3)c3ccccc23)cc1S(=O)(=O)N1CCOCC1
-10.6	O=C(NCCc1csc(-c2ccc(C(F)(F)F)cc2)n1)C(=O)Nc1ccc(F)c(Cl)c1
-5.3	c1ccc(C2c3ccccc3CSc3ccccc32)cc1 (configuration not stated)
-10.0	CC(C)NC(=S)NC(=O)c1ccccc1Br
-0.2	CCc1ccc(NC(=O)Cn2nc(C(F)(F)F)c3c2CCCC3)cc1
1.2	O=C(CC(=Nc1ccc(Cl)cc1)c1cccs1)C(F)(F)F
5.0	Cc1cc(C(=O)Nc2cccc(Cl)c2Cl)no1
-5.7	COCCN1C(=O)CC(CC(=O)N(C)Cc2ccc3nsnc3c2)(c2ccccc2OC)C1=O (configuration not stated)
-7.4	O=C(NCCSCc1ccco1)c1ccc(Cl)c(S(=O)(=O)N2CCOCC2)c1
-2.5	COc1ccc2[nH]c(=O)c(CN(C(=O)c3cccc(Cl)c3)c3ccccc3C)cc2c1
-10.7	Cc1cc(Sc2ccccc2)n2ncnc2n1
-7.5	O=[N+]([O-])c1ccc(C(Br)(Br)C(Br)(Br)c2ccccc2)cc1
2.8	CCC(C)n1c(=N)c(C(=O)NCc2ccco2)cc2c(=O)n3cc(C)ccc3nc21 (configuration not stated)
2.3	O=C(NCC1CC1)C1CCCN(C2CCN(C3Cc4ccccc4C3)CC2)C1 (configuration not stated)

# Reprinted at random: 2 records from the list
ROC1-CUL1 inh	Structure
-10.7	Cc1cc(Sc2ccccc2)n2ncnc2n1
1.2	O=C(CC(=Nc1ccc(Cl)cc1)c1cccs1)C(F)(F)F

# (further entries)
ROC1-CUL1 inh	Structure
-6.2	CC(C)(C)Cc1nnc(NC(=O)c2cc(-c3cccs3)nc3ccccc23)s1
4.3	CCOc1ccccc1CNC(=O)CN1C(=O)CCCc2ccccc21
7.4	CCCCOc1cccc(-c2cc(C(=O)N/N=C/c3ccc([N+](=O)[O-])o3)c3ccccc3n2)c1
-0.9	Cc1nn(Cc2ccc(Cl)c(Cl)c2)c(C)c1NC(=O)CC12CC3CC(CC(C3)C1)C2
-3.4	Cn1c(=O)c2c(nc(N3CCOCC3)n2Cc2cccc(Br)c2)n(C)c1=O
-1.5	N#Cc1c(Nc2cccc(C(F)(F)F)c2)sc(C(=O)c2ccc3c(c2)OCO3)c1N
-5.1	Cc1ccc(NC(=O)Cn2cnc3nc4c(cc3c2=O)CCCC4)cc1Cl
-0.8	Nc1nc(NCc2c(F)cccc2Cl)nn1-c1ccccc1
5.4	COCc1nc(C2CCCNC2)cc(=O)[nH]1 (configuration not stated)
2.3	O=C(c1cccn1-c1nnc(N2CCCCC2)s1)N1CCN(c2ccccc2)CC1
1.5	CC(=O)Nc1cc(S(=O)(=O)C(F)(F)C(F)(F)C(F)(F)F)ccc1Cl
12.2	COc1ccc(-n2c(-c3ccco3)nc3c(cnn3-c3ccc(C)cc3)c2=O)cc1
-5.2	N#Cc1cnn(-c2ncnc3c2nnn3Cc2ccccc2)c1N
-4.3	O=C(N/N=C/c1cc([N+](=O)[O-])ccc1Cl)c1ccc(Br)cc1
4.0	CC(C)CNC(=O)c1ccccc1N(C)S(C)(=O)=O
-8.5	O=C(ON1C(=O)c2ccccc2C1=O)c1ccccc1I
5.2	COc1cc(/C=c2\sc3nc4cc(C)c(C)cc4n3c2=O)ccc1OC(C)=O
-2.6	O=C1NCCN(c2nc3nonc3nc2N2CCCCC2)C1Cc1ccccc1 (configuration not stated)
8.1	CCc1cc(C(N)=O)c(NC(=O)c2ccc(OC)cc2)s1
-6.9	COc1ccc([N+](=O)[O-])cc1N=Cc1sccc1C

# (more compounds)
ROC1-CUL1 inh	Structure
6.8	Nc1ncc(Br)cc1N=Cc1ccc(F)cc1
11.4	COc1cc(/C=C2/C(=O)NN(c3ccc(F)cc3)C2=O)cc(Br)c1OC(C)=O
10.0	CCOc1ccccc1C(=O)NN1C(=O)C2C3C=CC(C3)C2C1=O (configuration not stated)
-9.5	Cc1ccc(C(=O)Nc2ccc(Cl)c(-c3nc4ncccc4o3)c2)cc1C
9.9	COCCN1C(=O)CC(CC(=O)N2CCC(Cc3ccccc3)CC2)(c2cccc(OC)c2)C1=O (configuration not stated)
-4.0	CN(C)c1ccc(N=Nc2nn[nH]n2)cc1
4.2	CCCN1CC=C2C(C#N)C(=N)C(C#N)(C#N)[C@H](c3ccc(-c4ccccc4)cc3)C2C1 (some centres not stated)
-3.2	COc1cccc(N2CCN(C(=O)Cn3c(-c4cccs4)cc4ccccc43)CC2)c1
